# Compound activity: PubChem, several laboratories
# PTK2B oligo ant: antagonists of Pyk2 self-association, primary screen, Q293 cells, FERM NanoBiT luminescence, HTS; Protein-tyrosine kinase 2-beta (Homo sapiens), Q14289; active compounds read low; z-score (the deposit names both 25 µM and 10 µM); 99,000 tested, 0.83% active;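 active = Z-score of -3 or lower, scaled per plate to the spread of control and sample wells; inactive = z-score above -3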;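 also: negative z-score means lost luminescence so less FERM oligomerization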
# PLAP activator: PLAP enzyme activators, biochemical, luminescence, HTS; Alkaline phosphatase, placental type (Homo sapiens), P05187; purified PLAP enzyme, luminescent substrate read-out; active compounds read high; activation fold at 20 µM; 96,000 tested, 1.2% active; AID 696, 2007; in the data active = activation fold above about 2
# PostGolgi yeast: phenotypic screen on post-Golgi transport, primary screen; post-Golgi transport phenotypic cell assay; inhibition, % at 10 µM; 98,000 tested, 0.9% active; in the data active = inhibition above about 30%;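 also: yeast cells grown in 1536-well plates; yeast grown about 18 h at 30C before absorbance read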
# CYP2C9 act: human CYP2C9 activators, primary screen, biochemical, luminescence; Cytochrome P450 2C9 (Homo sapiens), P11712; recombinant CYP2C9, luciferin-H conversion; active compounds read high; factor 1 = untreated enzyme, 0 = blocked; activation factor at 5 µM; 96,000 tested, 1.4% active; AID 1024, 2008;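 active = activation factor of 2 or more for CYP2C9 at a 5 µM dose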;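 also: 0 = sulfaphenazole-blocked wells and 1 = vehicle-only wells; values of inactives mirror those of a sister screen read the other way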
# CYP2C19 act: human CYP2C19 activators, primary screen, biochemical, luminescence. AID 1025, 2008. Cytochrome P450 2C19 (Homo sapiens), P33261. 96,000 tested, under 10 active. recombinant CYP2C19, luciferin-H EGE luminescence; active compounds read high; 0 = fully inhibited enzyme, 1 = untreated enzyme. activation factor at 5 µM;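 active = activation factor of at least 2 at 5 µM in the primary screen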;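 also: 0 = wells with 2.5 mM tranylcypromine and 1 = vehicle-only wells; values of inactives mirror those of a sister screen read the other way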
# EphB4 ephrin blk: EphB4-ephrin-B2 interaction antagonists, primary screen, biochemical, TNYL-RAW peptide probe, fluorescence polarization. Ephrin type-B receptor 4 (Homo sapiens), P54760. AID 720, 2007. inhibition, % at 7 µM. 97,000 tested, 0.15% active. EphB4 LBD / TNYL-RAW-Alexa532 peptide;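 active = inhibition above the screen-wide mean inhibition plus 3 SD, cut at about 15% in these data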;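 also: 0% = DMSO wells and 100% = excess unlabeled TNYL-RAW peptide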
# Target sequence (P54760 whole entry, looked up, the tested form may be a part): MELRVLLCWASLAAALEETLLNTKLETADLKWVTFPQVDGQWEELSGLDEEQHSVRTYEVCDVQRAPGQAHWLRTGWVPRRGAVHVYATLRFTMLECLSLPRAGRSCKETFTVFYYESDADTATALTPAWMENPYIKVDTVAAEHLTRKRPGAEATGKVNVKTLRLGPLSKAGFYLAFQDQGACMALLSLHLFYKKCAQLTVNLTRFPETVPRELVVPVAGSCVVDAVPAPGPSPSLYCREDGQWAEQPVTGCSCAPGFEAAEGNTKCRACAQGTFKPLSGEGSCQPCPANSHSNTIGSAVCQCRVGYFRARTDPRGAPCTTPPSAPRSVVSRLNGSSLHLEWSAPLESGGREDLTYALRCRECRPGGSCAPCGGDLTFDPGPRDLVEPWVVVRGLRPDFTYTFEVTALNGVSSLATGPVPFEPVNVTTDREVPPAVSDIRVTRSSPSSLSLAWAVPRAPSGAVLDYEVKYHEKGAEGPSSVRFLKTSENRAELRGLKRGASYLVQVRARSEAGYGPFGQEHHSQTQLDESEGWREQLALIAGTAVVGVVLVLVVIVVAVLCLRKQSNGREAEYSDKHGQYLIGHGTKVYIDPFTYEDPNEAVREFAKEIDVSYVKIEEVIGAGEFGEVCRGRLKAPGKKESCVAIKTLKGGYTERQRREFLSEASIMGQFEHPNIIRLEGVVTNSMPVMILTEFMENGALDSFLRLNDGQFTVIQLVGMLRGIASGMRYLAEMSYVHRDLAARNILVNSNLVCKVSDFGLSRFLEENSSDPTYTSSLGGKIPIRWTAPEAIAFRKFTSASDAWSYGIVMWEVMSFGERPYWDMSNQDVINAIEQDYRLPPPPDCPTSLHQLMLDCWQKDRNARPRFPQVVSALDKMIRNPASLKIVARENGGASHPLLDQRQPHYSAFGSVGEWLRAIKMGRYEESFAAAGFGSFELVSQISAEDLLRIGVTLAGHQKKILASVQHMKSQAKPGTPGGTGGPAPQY
# CYP2C9 inh: blockers of cytochrome P450 2C9 activity – biochemical, luminescence, ADME assay, primary screen; CYP2C9 Supersomes, luciferin-H conversion; inhibition, % at 5 µM; 96,000 tested, 20% active; AID 777, 2007;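 active = blocking of liver enzyme CYP2C9 beyond about 50% at 5 µM, limit read from the data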; also: values of inactives mirror those of a sister screen read the other way
# CYP2C19 inhib: blockers of cytochrome P450 2C19 activity – biochemical, luminescence, ADME assay, primary screen; P33261; CYP2C19 Supersomes, luciferin-H EGE luminescence, 30 min; inhibition, % at 5 µM; 96,000 tested, 21% active; AID 778, 2007;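 active = CYP2C19 inhibition above a set limit at 5 µM in the primary screen, cut at about 50% in these data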;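 also: plate controls were negative control wells for no effect and 2.5 mM tranylcypromine positive control for full effect; values of inactives mirror those of a sister screen read the other way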
# Ecoli WT expand: growth inhibitors of wild-type E. coli, primary screen, strain BW25113, expanded library, OD600; 98,000 tested, 0.15% active; OD600 absorbance; growth inhibition, % at 100 µM;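 active = growth inhibition above about 50% at one test dose, limit read from the data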;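 also: growth measured after 20 h incubation at 37 °C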
# * = called active by the depositor; x = no result given.
no.	molecule	PostGolgi yeast	EphB4 ephrin blk	CYP2C9 inh	PLAP activator	CYP2C19 inhib	Ecoli WT expand	CYP2C9 act	PTK2B oligo ant	CYP2C19 act
1	O=C(CCN1C(=O)C2C3C=CC(C4CC34)C2C1=O)Oc1cccc2cccnc12 (stereo not drawn)	3	-2	-2	1.3	15	9	1	0.09	0.9
2	CCN1C(=O)CC(N2CCN(c3ccc(C(=O)c4ccccc4)cc3)CC2)C1=O (stereo not drawn)	16	-5	-8	1.6	-9	11	1.1	0.11	1.1
3	CCn1c(SCC(=O)NCC(=O)Nc2ccc(F)cc2)nnc1-c1cccs1	21	2	93*	1	31	2	0.1	-0.05	0.7
4	CC(=O)Nc1cccc(N2CCCC2=O)c1	10	-2	-5	0.9	-8	7	1	0.18	1.1
5	[N-]=[N+]=CC(=O)CCCN1C(=O)c2ccccc2C1=O	-1	-4	8	1.3	10	0	0.9	2.7	0.9
6	COc1ccc(CSCC(=O)N/N=C/c2ccc(OCC(=O)N3CCCCC3)cc2)cc1	-4	0	13	1	42	5	0.9	-1.1	0.6
7	O=C(NCc1nc(-c2ccccc2)no1)c1ccc(Br)o1	1	1	5	0.9	72*	23	0.9	0.47	0.3
8	N[C@@H](Cc1ccccc1)c1nnc(SCc2ccccc2F)o1	-3	-6	x	x	x	16	x	0.39	x
9	CC1(C)CC(=O)C(C=NCCN2CCN(C(=O)c3ccccc3)CC2)=C(O)C1	2	2	-3	1.4	-2	5	1	-0.25	1
10	CCCC1(C(=O)O)NC(c2ccccc2O)C2C(=O)N(c3cccc(Cl)c3)C(=O)C21 (stereo not drawn)	-5	x	7	2.4*	-11	2	0.9	x	1.1
11	CCNc1nc(N)nc(Oc2ccc(OCC)nn2)n1	6	5	-26	1	-16	5	1.3	0.51	1.2
12	C=CCSc1nnnn1-c1ccc(OC)cc1	0	-1	66*	0.9	98*	2	0.3	2.1	0
13	CC(C)(C)NC(=O)C1N(c2cccnc2)C(=O)C2C(C(=O)Nc3ccccc3)C3(C)C=CC21O3 (stereo not drawn)	-6	x	6	1	-12	2	0.9	-0.33	1.1
14	CCCCN1C(=O)C(O)(CC(=O)c2c(C)n[nH]c2C)c2cc(Br)ccc21 (stereo not drawn)	14	-3	30	1.5	81*	5	0.7	1.5	0.2
15	Cc1ccc(CNC(=O)c2ccccc2CCc2ccccc2)cc1	-2	-11	29	1	14	0	0.7	-0.84	0.9
16	CCCCN=C1NC(=O)C(CC(=O)Nc2ccc(Cl)cc2)S1 (stereo not drawn)	-4	-2	-26	0.9	5	-1	1.3	-0.58	1
17	COC(=O)Nc1ccc(S(=O)(=O)N(CCO)CC(F)(F)C(F)F)cc1	-1	2	19	0.8	3	-6	0.8	-0.32	1
18	COC(=O)COc1ccc(Oc2nc(SC)nc(N(C)C)n2)nn1	-2	-3	15	1.2	31	-1	0.8	0.53	0.7
19	CCCS(=O)(=O)n1nc(-c2ccccc2)cc1N	7	-5	67*	0.8	93*	4	0.3	x	0.1
20	Cc1ccc(NC(=O)c2cc(S(=O)(=O)N3CCC4(CC3)OCCO4)ccc2F)cc1	3	-8	46	1.6	28	4	0.5	0.86	0.7
21	c1ccc(Oc2nc3ccccc3n3cccc23)cc1	-4	2	-23	0.9	1	5	1.2	1.7	1
22	c1ccc(OCCCc2nc(-c3cccnc3)no2)cc1	9	-12	35	0.9	64*	5	0.7	-1.2	0.4
23	COc1cccc(-n2c(SCC(=O)O)nnc2-c2cccnc2)c1	12	1	7	1	3	5	0.9	0.82	1
24	O=C(N/N=C/c1ccccc1Br)c1ccc(CSc2cccc3cccnc23)cc1	-5	1	50*	1.3	45	-23	0.5	0.23	0.6
25	Cc1ccc(OCc2nn3c(-c4n[nH]c5c4CCC5)nnc3s2)cc1	x	x	18	1.2	8	x	0.8	x	0.9
26	COc1ccccc1N1CCN(C(=O)c2ccc(N3CCCC3=O)cc2)CC1	6	-1	x	x	x	-6	x	-0.15	x
27	CC(=O)N1CCc2cc(Br)cc(S(=O)(=O)N3CCN(c4ccccn4)CC3)c21	x	2	6	1	-2	x	0.9	1.2	1
28	COc1ccc(NS(=O)(=O)c2cccc3nsnc23)cc1OC	5	8	17	0.9	82*	-3	0.8	0.49	0.2
29	O=C(c1ccco1)N1CCN(C(=O)C2CCCO2)CC1 (stereo not drawn)	-2	6	x	x	x	-6	x	0.8	x
30	Cc1ccccc1-c1noc(C23CC4CC(CC(C4)C2)C3)n1	6	2	-1	0.8	0	2	1	-0.34	1
31	COc1ccc(CCNC(=O)Cn2cnc3c(cnn3-c3ccccc3Cl)c2=O)cc1OC	6	-11	4	1.2	14	-4	1	-0.39	0.9
32	CC(C)CCNC(=O)C1CCCCN1S(=O)(=O)c1ccc(F)cc1 (stereo not drawn)	-5	-1	37	1	12	-1	0.6	-0.55	0.9
33	O=C(Nc1ccccc1O)c1ccccc1O	9	-3	63*	1.2	-34	63*	0.4	-0.89	1.3
34	CC1CC(C)CN(CCC(=O)Nc2cccc(Cl)c2)C1 (stereo not drawn)	13	3	18	1	69*	5	0.8	2.1	0.3
35	Cc1nn(Cc2ccccc2)c(C)c1NC(=O)CCC(=O)O	0	-6	10	1	-2	-3	0.9	1.2	1
36	O=C(c1ccco1)N1CCN(C(=O)c2nn3cccnc3c2Cl)CC1	0	4	-5	1	-5	6	1.1	0.41	1.1
37	CNCCCNCc1ccc(SC)cc1	2	2	3	0.8	1	-3	1	x	1
38	Oc1ccccc1C1=Nc2ccccc2N=C(c2ccco2)C1	-8	4	6	1	-10	-6	0.9	-0.93	1.1
39	Cc1ccc(NC(=O)c2cc(NC(=O)C3CC=CCC3C(=O)O)ccc2N2CCOCC2)cc1 (stereo not drawn)	-12	x	1	1.6	-7	2	1	-1.5	1.1
40	c1ccc(-c2noc(-c3ccc4c(c3)OCO4)n2)nc1	-2	x	92*	0.9	79*	-5	0.1	-0.45	0.2
41	CC1CC(C)CN(C(=O)c2cc(-c3ccccn3)nc3ccccc23)C1 (stereo not drawn)	-6	-1	27	1.1	25	1	0.7	-0.51	0.7
42	O=C(Nc1nccs1)c1cc(N2CCOCC2)nc2ccccc12	-1	-5	44	1.2	18	0	0.6	-1	0.8
43	O=C(Nc1cccc(O)c1)c1cc(-c2ccco2)on1	15	5	-104	1	16	-2	2*	-0.1	0.8
44	COc1ccc(C2=NOC(C(=O)Nc3ccc(C)cc3)C2)cc1OC (stereo not drawn)	7	-5	-9	1	14	0	1.1	-0.41	0.9
45	O=C(CCSCc1ccccc1F)N1CCN(c2ccccn2)CC1	7	x	77*	1.5	50*	5	0.2	1.1	0.5
46	CCc1cc(/C(Cc2csc(C)n2)=N/O)c(O)cc1O	-9	3	31	1	56*	-7	0.7	0.24	0.4
47	O=C(OCC#CCSc1nnc(-c2ccncc2)o1)c1sc2ccccc2c1Cl	3	-2	30	1.7	-12	-26	0.7	2.5	1.1
48	N#Cc1c(-c2ccco2)cc(-c2ccccn2)nc1N	-2	-2	37	1.3	31	4	0.6	1.1	0.7
49	CC1=NN(c2nc(-c3ccc(C)cc3)cs2)C(=O)C1N=Nc1ccc2ccccc2c1 (stereo not drawn)	-4	4	37	0.7	17	-20	0.6	-0.15	0.8
50	Cc1cc(C)n(C(=O)c2cc3c(s2)CCCC3)n1	-1	6	1	1.2	1	0	1	0.44	1
51	CCCc1ccc(Oc2cn[nH]c2-c2ccc(O)c(C)c2O)cc1	80*	x	99*	2.2*	98*	12	0	-3.5*	0
52	Cc1c(C(=O)O)oc2c1C(O)CCC2 (stereo not drawn)	-7	-2	2	1	-1	10	1	1.5	1
53	O=C(COc1ccccc1)Nc1nnc(-c2ccc(Cl)s2)o1	12	-2	49	0.9	13	55*	0.5	x	0.9
54	Cc1cccc(/C=N/NC(=O)C(C)Nc2cccc3ccccc23)n1 (stereo not drawn)	-7	3	8	x	71*	-9	0.9	0.09	0.3
55	Cc1ccc2c(c1)NC(=O)C(CC(=O)NCCCN1CCc3ccccc3C1)O2 (stereo not drawn)	-1	-3	9	1.4	2	-5	0.9	x	1
56	O=S(=O)(c1ccccc1)N1C2CCC1CC(O)(c1cccnc1)C2 (stereo not drawn)	-11	-9	-8	0.9	4	9	1.1	-0.09	1
57	CCCCCn1c(-c2ccco2)nc2nc3ccccc3nc21	-15	-3	40	1.4	10	6	0.6	-1.3	0.9
58	Cc1cccnc1NC(=O)C1CCN(S(=O)(=O)c2cccs2)CC1	17	4	11	1	-6	1	0.9	0.44	1.1
59	CN(C(=O)CSc1nc2ccccc2n1CCc1ccccc1)C1CCS(=O)(=O)C1 (stereo not drawn)	-3	-2	6	2.3*	68*	-7	0.9	-0.17	0.3
60	CCn1c(O)c(/C=N/n2cnnc2)sc1=S	6	-2	54*	0.8	62*	-6	0.5	-0.64	0.4

# Other compounds follow:
no.	molecule	PostGolgi yeast	EphB4 ephrin blk	CYP2C9 inh	PLAP activator	CYP2C19 inhib	Ecoli WT expand	CYP2C9 act	PTK2B oligo ant	CYP2C19 act
61	COc1ccc(CNC(=O)C2CC(c3cccc(OC)c3)=NO2)cc1 (stereo not drawn)	1	-6	-13	0.9	18	9	1.1	0.74	0.8
62	CCN(CC)CCNC(=O)C(C(=O)c1ccccc1)n1ccccc1=O (stereo not drawn)	1	1	-10	0.9	0	-14	1.1	1.2	1
63	COc1ccc(-n2nnnc2SCC(=O)NCCc2ccc(OC)c(OC)c2)cc1	-1	7	40	0.9	16	-17	0.6	0.3	0.8
64	CCN(c1ccccc1)S(=O)(=O)c1ccc2[nH]cc(C(=O)NCCOC)c(=O)c2c1	4	-4	29	1.4	14	-11	0.7	-0.33	0.9
65	COc1ccc(C2(C(=O)NC3CCCCC3)CCOCC2)cc1OC	0	0	2	1.1	15	-9	1	0.47	0.9
66	Cc1cc(C)c(S(=O)(=O)N2CCN(c3ccc([N+](=O)[O-])c(-n4nc(C)cc4C)c3)CC2)c(C)c1	-7	5	60*	1.4	18	-21	0.4	-0.64	0.8
67	CN1CC(c2ccccn2)C2(SC(=S)N(Cc3ccccc3)C2=O)C12C(=O)Nc1ccccc12 (stereo not drawn)	3	-3	34	1.4	41	-3	0.7	0.41	0.6
68	COc1ccc(Cl)cc1-n1c(C)cc(C(=O)O)c1C	11	x	0	1.1	10	0	1	-0.15	0.9
69	Cc1ccc(NC(=O)C2CC(=O)OC23CCOC(C)(C)C3)cc1 (stereo not drawn)	-4	2	-10	0.8	66*	2	1.1	0.62	0.3
70	CNC(=O)N1CCN(C(=O)NC)CC1	-1	2	2	0.9	-6	-4	1	-0.53	1.1
71	CCOC(=O)c1ccc(CSc2nnc(-c3ccncc3)n2N)cc1	4	2	38	1	68*	4	0.6	0.14	0.3
72	CCCCCC1CCC(C(=O)NNC(=S)NCC)CC1 (stereo not drawn)	2	6	6	1.2	4	-5	0.9	1.1	1

# An excerpt from above in order of the CYP2C19 inhib value, ascending.
No.	molecule	CYP2C19 inhib
62	CCN(CC)CCNC(=O)C(C(=O)c1ccccc1)n1ccccc1=O (stereo not drawn)	0
68	COc1ccc(Cl)cc1-n1c(C)cc(C(=O)O)c1C	10
66	Cc1cc(C)c(S(=O)(=O)N2CCN(c3ccc([N+](=O)[O-])c(-n4nc(C)cc4C)c3)CC2)c(C)c1	18
